Screening results: PubChem BioAssay, National Center for Advancing Translational Sciences (NCATS)
aSyn rescue – rescues yeast growth from alpha-synuclein toxicity | Potency, µM (titrated, usually from 46.1 µM), for the others: top-dose growth rescue (activation), usual class: activators | actives 0.14% (n = 370,000) | Yeast expressing alpha-synuclein, growth rescue, BacTiter-Glo, 24 h; also: potency is read from the fitted curve at half-maximal effect; % of control where 0% means no effect; nearly all actives have a fitted effect of over 65% in size
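Galactose-induced alpha-syn yeast (OD600=0.02, raffinose-pregrown) + pinned cpd, 24 hr, 30 deg C; growth by BacTiter-Glo luminescence. Growth restoration scores as activation.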
PTHR1 agonist – activates the human parathyroid hormone receptor PTHR1; actives 0.075% (n = 410,000); AID 743266; HEK293 GP2 PTHR1 cells, GloSensor cAMP luminescence, 1 h; Potency, µM (top dose mostly 115 µM), for the others: top-dose activation, usual class: activators; Q03431; also: potency is read from the fitted curve at half-maximal effect; nearly all actives have a fitted effect of over 55% in size; some results filed as inactive show a strong effect at the top dose; inactives centre near -15; many of its hits are not listed in these tables
Target sequence (Q03431 whole entry, looked up): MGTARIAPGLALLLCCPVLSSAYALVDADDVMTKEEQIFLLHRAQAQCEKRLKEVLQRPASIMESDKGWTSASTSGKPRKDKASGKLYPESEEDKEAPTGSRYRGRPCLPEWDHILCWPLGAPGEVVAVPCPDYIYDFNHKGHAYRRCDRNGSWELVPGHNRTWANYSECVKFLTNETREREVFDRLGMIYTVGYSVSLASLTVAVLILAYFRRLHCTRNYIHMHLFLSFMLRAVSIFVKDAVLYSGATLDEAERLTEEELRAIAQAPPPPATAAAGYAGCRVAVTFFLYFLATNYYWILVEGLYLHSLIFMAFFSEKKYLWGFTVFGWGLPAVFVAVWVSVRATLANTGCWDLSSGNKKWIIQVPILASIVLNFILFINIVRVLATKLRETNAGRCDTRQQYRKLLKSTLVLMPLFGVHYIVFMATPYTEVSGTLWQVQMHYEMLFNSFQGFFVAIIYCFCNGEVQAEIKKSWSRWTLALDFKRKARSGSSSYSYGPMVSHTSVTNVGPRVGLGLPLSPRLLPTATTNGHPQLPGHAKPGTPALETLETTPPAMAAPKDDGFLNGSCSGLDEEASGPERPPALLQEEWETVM
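HEK-293-derived GP2 cells expressing PTHR1 and a GloSensor cAMP reporter, 3,000/well, plated overnight, given luciferin plus IBMX (each 0.5 mM as added) for 1 h at 37 °C, then compound for 1 h at 37 °C. Luminescence was read after 15 min at room temperature.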
HEK293 tox – cytotoxicity in counter-screen for GLP-1R inverse agonists. actives 0.13% (n = 410,000). Potency, µM (series often up to 38.3 µM), without a hit: top-dose activity change, negative = inhibition, usual class: inhibitors. HEK293 cAMP-luciferase reporter cells, luminescence, 24 h;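 also: loss of luciferase light is scored as toxicity; potency is read from the fitted curve at half-maximal effect; % is scaled to controls: 0 for no effect and ±100 for the full control effect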
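Here, cytotoxicity is scored as loss of luminescence. The MLSMR collection was tested on cells seeded in medium containing 10% Nu serum, with a 24 hr compound exposure preceded by 12 hours of culture.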
GLP1R inv ag – acts as inverse agonist at human GLP-1 receptor; P43220; HEK293 GLP-1R CRE-luciferase, luminescence, 24 h; GLP-1R form is constitutively active; Potency, µM (doses to about 38.3 µM), without a hit: top-dose activity change, negative = inhibition, usual class: inhibitors; actives 1.6% (n = 410,000); also: potency is read from the fitted curve at half-maximal effect; % is scaled to controls: 0 for no effect and ±100 for the full control effect; nearly all actives have a fitted effect of over 55% in size
Target sequence (P43220 whole entry, looked up): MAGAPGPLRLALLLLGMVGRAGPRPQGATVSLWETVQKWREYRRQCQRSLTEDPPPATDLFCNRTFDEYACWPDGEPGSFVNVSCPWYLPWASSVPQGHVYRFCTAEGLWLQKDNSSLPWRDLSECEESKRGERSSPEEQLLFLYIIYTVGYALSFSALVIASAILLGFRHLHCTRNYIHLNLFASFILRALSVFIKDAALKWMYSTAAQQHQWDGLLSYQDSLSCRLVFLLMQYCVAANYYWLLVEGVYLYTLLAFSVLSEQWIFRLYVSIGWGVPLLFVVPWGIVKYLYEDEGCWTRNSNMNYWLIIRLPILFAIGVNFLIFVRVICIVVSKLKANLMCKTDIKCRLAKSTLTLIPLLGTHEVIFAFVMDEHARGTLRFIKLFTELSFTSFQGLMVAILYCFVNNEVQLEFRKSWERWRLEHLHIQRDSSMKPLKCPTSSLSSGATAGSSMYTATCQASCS
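Stable HEK293 clone (constitutively active GLP-1R + cAMP-response luciferase); 200 cells/uL plated, 12 h pre-culture, compound 24 hr, 37 deg C/5% CO2; detection reagent 12 min RT; luminescence.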
FUS yeast rescue – rescues growth of FUS-expressing yeast | S. cerevisiae FUS-expressing, growth rescue, OD600, 24 h | Potency, µM (doses to about 76.6 µM), inactives show top-dose growth rescue (activation), hits mostly activators | actives 0.24% (n = 390,000);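 also: potency is read from the fitted curve at half-maximal effect; plate controls were DMSO vehicle for no effect and reference control for full effect; nearly all actives have a fitted effect of over 55% in size; some results filed as inactive show a strong effect at the top dose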
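Yeast expressing FUS under galactose induction, OD 0.005 in 2% galactose medium; compounds in a dilution series, 24 h at 30C. Growth rescue by absorbance at 600 nm; CP55940 positive control, DMSO negative.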
Akt phos inh – Akt phosphorylation inhibition | Neuro2A IGF-stimulated pAkt S473 HTRF, 20 min; stronger effect = lower value | actives 0.32% (n = 360,000) | activity change, % for hits at 50 µM | AID 651550; in the data active = activity change below about -80%; inconclusive = mostly about -51% to -80%; also: % is scaled to controls: 0 for no effect and ±100 for the full control effect
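Neuro2A cells (4,500/well, DMEM with 0.5% FBS) were treated with compound at a single 50 µM final concentration, stimulated with 6 nM IGF for 20 min at 37 °C, and lysed. Phospho-Akt Ser473 was read by HTRF as 665/615 ratio ×10^4.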
MmCpn inh – blocks the Methanococcus maripaludis chaperonin Mm-Cpn; purified Mm-Cpn ATPase, ADP Transcreener TR-FRET; Potency, µM (titrated, usually from 76.9 µM), without a hit: at the highest dose activity, negative = inhibition, actives largely listed as inhibitors; actives 0.031% (n = 330,000); also: potency is read from the fitted curve at half-maximal effect; % is scaled to controls: 0 for no effect and ±100 for the full control effect; nearly all actives have a fitted effect of over 80% in size
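25 nM Mm-CPN + cpd, 10 min 37°C; + 10 uM ATP, 30 min 37°C; buffer 30 mM Tris pH 7.4, 100 mM KCl, 5 mM MgCl2, 1 mM DTT; Transcreener ADP HTRF detection 30 min RT.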
Abeta rescue – compounds reversing amyloid beta toxicity in yeast; AID 1347071; yeast expressing A-beta42, growth rescue, OD600, 48 h; response scale: 0% DMSO, 100% iron-clioquinol control; Potency, µM (titrated, usually from 46.1 µM), without a hit: at the highest dose growth rescue, most hits filed as activators; actives 0.063% (n = 410,000); also: potency is read from the fitted curve at half-maximal effect; nearly all actives have a fitted effect of over 55% in size
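Growth rescue measured by 600 nm absorbance after 48 h yeast culture at 30 C with compound. Values normalized between DMSO and an equimolar ferric chloride plus clioquinol control.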
TDP-43 yeast inh – rescues yeast growth from TDP-43 toxicity | TDP-43 expressing yeast growth rescue, BacTiter-Glo, 24 h | Potency, µM (top dose mostly 46.1 µM), for inactives: top-dose growth rescue (activation), hits mostly activators | actives 1.8% (n = 410,000) | AID 652104; also: potency is read from the fitted curve at half-maximal effect; % of control where 0% means no effect; nearly all actives have a fitted effect of over 50% in size
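In this qHTS, compounds that restore growth of yeast expressing TDP-43 appear as activators. Cells (OD600=0.02, galactose medium, raffinose-pregrown) are incubated with compound 24 hr at 30 deg C and growth is quantified by BacTiter-Glo.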
The depositor's hits bear a star; [ ] = remark or other dose. Unless noted, calls follow the shape of the dose curve; as a rule, active = well fitted curve in the direction sought with a large enough effect; inconclusive = small, poorly fitted or top-dose-only effect, or another doubt; inactive = no such curve, though single readings can be large; an effect the other way counts as inactive or inconclusive. Some of the compounds tested; rates above refer to the full screens.

Results for COc1cc(SC)ccc1C(=O)N1CCn2c3c(c4cc(C)ccc42)CCCC31 (configuration not stated) ?
PTHR1 agonist: -20.4%; HEK293 tox: 9.3%; GLP1R inv ag: 4.5%; FUS yeast rescue: -9.8%; Abeta rescue: 3.8%; TDP-43 yeast inh: 9.6%

How did Cc1ccccc1S(=O)(=O)Oc1ccccc1C(=O)Oc1ccccc1 do in these assays?
aSyn rescue: 0.5%; PTHR1 agonist: inactive; HEK293 tox: 7.0%; GLP1R inv ag: 0.0%; Akt phos inh: inactive; MmCpn inh: 1.5%; Abeta rescue: 11.5%; TDP-43 yeast inh: 14.3%

How did O=C(Cn1cnc2c(nnn2Cc2ccccc2F)c1=O)NCC1CCCO1 (configuration not stated) do in these assays?
aSyn rescue: 1.6%; PTHR1 agonist: inactive; HEK293 tox: -22.2%; GLP1R inv ag: -2.8%; Akt phos inh: inactive; MmCpn inh: 1.9%; Abeta rescue: 5.2%; TDP-43 yeast inh: 0.2%

How did COc1ccc(NC(=S)NC2CCN(Cc3ccccc3)CC2)cc1OC do in these assays?
aSyn rescue: 1.1%; PTHR1 agonist: -38.2%[inhibitor]; HEK293 tox: -15.1%; GLP1R inv ag: inconclusive; FUS yeast rescue: 25.7%; Akt phos inh: inactive; MmCpn inh: -0.8%; Abeta rescue: 4.2%; TDP-43 yeast inh: -14.0%[1.82 µM]

What do the screens show for `CCOC(=O)N1CCC(NC(=O)CC(NS(=O)(=O)c2ccc(Cl)cc2)c2ccco2)CC1` (configuration not stated)?
aSyn rescue: inconclusive; PTHR1 agonist: inactive; HEK293 tox: -1.9%; GLP1R inv ag: -0.5%; Akt phos inh: inactive; MmCpn inh: -1.4%; Abeta rescue: 0.3%; TDP-43 yeast inh: 9.1%

How did Nc1nonc1-c1nc2ccccc2n1Cc1ccc(Br)cc1 do in these assays?
PTHR1 agonist: inactive; HEK293 tox: -1.7%; GLP1R inv ag: 12.8%; FUS yeast rescue: -12.4%; Abeta rescue: -6.7%; TDP-43 yeast inh: 11.4%

What do the screens show for `CC1(C)CC(C(CCN(Cc2ccccc2)C(=O)c2ccco2)c2ccc(F)cc2)CCO1` (configuration not stated)?
aSyn rescue: -4.0%; PTHR1 agonist: -7.1%; HEK293 tox: inconclusive; GLP1R inv ag: 7.94µM*; Akt phos inh: inactive; MmCpn inh: 0.6%; Abeta rescue: -4.3%; TDP-43 yeast inh: 1.7%

What do the screens show for `Cc1noc(C)c1C(=O)N1CCN(Cc2ccc3c(c2)OCO3)CC1`?
aSyn rescue: -4.2%; PTHR1 agonist: -9.9%; HEK293 tox: 7.2%; GLP1R inv ag: 0.0%; FUS yeast rescue: -14.4%; Akt phos inh: inactive; MmCpn inh: -0.4%; Abeta rescue: -0.1%; TDP-43 yeast inh: -20.4%

What do the screens show for `CCS(=O)(=O)c1nc(S(=O)(=O)c2ccc(Cl)cc2)c(N2CCc3ccccc3C2)s1`?
aSyn rescue: 12.0%; PTHR1 agonist: -8.3%; HEK293 tox: -1.9%; GLP1R inv ag: inconclusive; Akt phos inh: inactive; MmCpn inh: -0.5%; Abeta rescue: -1.5%; TDP-43 yeast inh: 9.3%

Results for CCC(c1ccccc1)c1nc(-c2ccccn2)no1 (configuration not stated) ?
aSyn rescue: -12.4%; PTHR1 agonist: -5.6%[57.5 µM]; HEK293 tox: 5.5%; GLP1R inv ag: inconclusive; FUS yeast rescue: -13.2%; MmCpn inh: 0.1%; Abeta rescue: 20.0%; TDP-43 yeast inh: 25.3%

Results for O=C(NCCCn1ccnc1)/C(=C/c1ccco1)NC(=O)c1ccccc1 ?
aSyn rescue: -0.7%; PTHR1 agonist: inactive; HEK293 tox: 0.7%; GLP1R inv ag: 2.1%; FUS yeast rescue: 6.7%; Akt phos inh: inactive; Abeta rescue: 12.3%; TDP-43 yeast inh: -2.2%

How did COc1ccc(-c2nc3ccc(C)cn3c2Nc2ccc3c(c2)OCO3)cc1 do in these assays?
aSyn rescue: 0.3%; PTHR1 agonist: -1.2%; HEK293 tox: -7.3%; GLP1R inv ag: 0.2%; FUS yeast rescue: -4.8%; Abeta rescue: 1.3%; TDP-43 yeast inh: -5.0%

Results for CN1CCN(CC(O)COc2ccc(Cl)cc2)CC1 (configuration not stated) ?
aSyn rescue: 7.2%; PTHR1 agonist: inactive; HEK293 tox: 1.6%; GLP1R inv ag: inconclusive; FUS yeast rescue: 5.4%; Akt phos inh: inactive; MmCpn inh: -0.2%; Abeta rescue: -5.0%; TDP-43 yeast inh: 12.5%

How did O=C(C1CC1)N1c2ccccc2Sc2ccccc21 do in these assays?
aSyn rescue: 0.1%; PTHR1 agonist: inactive; HEK293 tox: -21.3%; GLP1R inv ag: inconclusive; FUS yeast rescue: 5.8%; Akt phos inh: inactive; MmCpn inh: 2.8%; Abeta rescue: -10.2%; TDP-43 yeast inh: 27.4%

What do the screens show for `CCOC(=O)c1c(NC(=O)c2cc(=O)c3c(C)cc(C)cc3o2)sc2c1CCC2`?
PTHR1 agonist: inactive; HEK293 tox: -2.2%; GLP1R inv ag: 9.1%; FUS yeast rescue: -29.2%; Abeta rescue: -7.9%; TDP-43 yeast inh: 22.8%

What do the screens show for `C=C1CCN(C(C(=O)OC)C(C)C)S(=O)(=O)c2ccccc21` (configuration not stated)?
aSyn rescue: 6.6%; PTHR1 agonist: -5.4%; HEK293 tox: 8.8%; GLP1R inv ag: -12.3%; FUS yeast rescue: -19.9%; Akt phos inh: inactive; MmCpn inh: 0.5%; Abeta rescue: 8.1%; TDP-43 yeast inh: inconclusive

What do the screens show for `Brc1ccc(Sc2cnc3ccccc3n2)cc1`?
aSyn rescue: -22.2%; PTHR1 agonist: -16.8%[57.5 µM]; HEK293 tox: 1.3%; GLP1R inv ag: inconclusive; FUS yeast rescue: 15.4%; Akt phos inh: inactive; Abeta rescue: -7.1%; TDP-43 yeast inh: -0.1%

How did CN(C(=O)CSc1nnc2[nH]c(=O)cc(-c3ccccc3)n12)c1ccccc1 do in these assays?
PTHR1 agonist: inconclusive; HEK293 tox: -0.9%; GLP1R inv ag: 3.0%; FUS yeast rescue: 16.9%; Abeta rescue: -5.4%; TDP-43 yeast inh: inconclusive

Results for Cc1ccccc1OCc1nc2ccccc2c(=O)n1/N=C/c1cn[nH]c1-c1ccccc1 ?
aSyn rescue: 11.4%; PTHR1 agonist: -54.6%[inhibitor]; HEK293 tox: 6.4%[1.53 µM]; GLP1R inv ag: inconclusive; FUS yeast rescue: 27.6%; Akt phos inh: inactive; MmCpn inh: -1.8%; Abeta rescue: 2.5%; TDP-43 yeast inh: -18.6%

What do the screens show for `CC(=O)N1CCN(c2nc3ccc(Br)cc3s2)CC1`?
aSyn rescue: 2.2%; PTHR1 agonist: -28.6%; HEK293 tox: -3.1%; GLP1R inv ag: -19.1%; FUS yeast rescue: -8.4%; MmCpn inh: 1.4%; Abeta rescue: -11.8%; TDP-43 yeast inh: inconclusive

What do the screens show for `Cc1cccc(-c2nc(C#N)c(NCC3CCCO3)o2)c1` (configuration not stated)?
aSyn rescue: 3.5%; PTHR1 agonist: -20.6%; HEK293 tox: -21.6%; GLP1R inv ag: -17.6%; FUS yeast rescue: -4.8%; Akt phos inh: inactive; MmCpn inh: -3.9%; Abeta rescue: -16.6%; TDP-43 yeast inh: 26.8%

What do the screens show for `Cc1ccc(OCC(=O)Nc2ccc(S(=O)(=O)N3CCN(C)CC3)cc2)cc1`?
aSyn rescue: 8.1%; PTHR1 agonist: -8.2%[57.5 µM]; HEK293 tox: -6.7%; GLP1R inv ag: -11.8%; FUS yeast rescue: -0.1%; Akt phos inh: inactive; MmCpn inh: 3.3%; Abeta rescue: 19.4%; TDP-43 yeast inh: 16.4%

Results for CCOC(=O)c1ccc(S(=O)(=O)N2CCC(C(=O)O)CC2)cc1 ?
aSyn rescue: -3.3%; PTHR1 agonist: inactive; HEK293 tox: 3.6%; GLP1R inv ag: 0.0%; FUS yeast rescue: 28.7%; Akt phos inh: inactive; MmCpn inh: 0.5%; Abeta rescue: 1.4%; TDP-43 yeast inh: -13.4%

What do the screens show for `CCN(CC)CCNc1ncnc2c1sc1nc(N3CCCC3)c3c(c12)CC(C)(C)OC3`?
aSyn rescue: 3.0%; PTHR1 agonist: inactive; HEK293 tox: inconclusive; GLP1R inv ag: inconclusive; FUS yeast rescue: 26.2%; Akt phos inh: inactive; MmCpn inh: -0.1%; Abeta rescue: -5.9%; TDP-43 yeast inh: 20.0%

What do the screens show for `Cc1ccc(S(=O)(=O)N2CCCC2C(=O)Nc2ccc(Br)cc2)cc1` (configuration not stated)?
PTHR1 agonist: -92.6%[inhibitor]; HEK293 tox: -10.0%; GLP1R inv ag: inconclusive; FUS yeast rescue: 24.5%; Abeta rescue: -17.1%; TDP-43 yeast inh: -2.1%

How did C/C(=N\N=C1\NC(=O)CC(C(=O)O)S1)c1cccs1 (configuration not stated) do in these assays?
aSyn rescue: 0.7%; PTHR1 agonist: -17.4%[57.5 µM]; HEK293 tox: 11.0%; GLP1R inv ag: 1.6%; FUS yeast rescue: 4.4%; Akt phos inh: inactive; MmCpn inh: -1.1%; Abeta rescue: 4.0%; TDP-43 yeast inh: -1.1%

How did O=C(NN=Cc1ccc(N2CCOCC2)cc1)c1cc2ccccc2cc1O do in these assays?
aSyn rescue: -13.2%; PTHR1 agonist: -11.8%; HEK293 tox: -18.8%; GLP1R inv ag: 1.1%; FUS yeast rescue: 29.6%; Akt phos inh: inactive; MmCpn inh: 0.8%; Abeta rescue: -2.6%; TDP-43 yeast inh: 20.2%
